High-throughput results from PubChem.
mHTT-CaM PPI inh: disrupts binding of mutant huntingtin to calmodulin; P42858; AlphaScreen His-mHTT/GST-CaM binding, luminescence; inhibition, % at 15 µM; hit rate 3.6% among 190,000; AID 1671202;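 further: 0% = both proteins with DMSO and 100% = one protein alone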
Pf apPOL inh: Pf-apPOL DNA polymerase inhibition | Recombinant Pf-apPOL, molecular beacon fluorescence, 1.5 h | inhibition, % at 10 µM | hit rate 0.25% among 210,000 | AID 1794808
Starred values were filed as active, the others as inactive; . = not tested or not shown; & = joins results of further samples. No stated cut-off is given here; in the data, active means inhibition above about 50%; inactive means the rest.

Start of the listing, in advance, 18 compounds:
SMILES | mHTT-CaM PPI inh | Pf apPOL inh
Cc1c(Cl)cccc1NC(=O)N1CCC(n2cnc3ccc(F)cc3c2=O)CC1 | 1 | -5
c1ccc(OCCCCSc2nnc(-c3ccccc3)o2)cc1 | -69 | -6
Cc1ccc2nc3c(c(C(=O)NC4CCCC4)c2c1)CCC3 | 4 | 0
Cn1c(=O)c2c(nc(Br)n2Cc2ccc(Cl)cc2)n(C)c1=O | -3 | -10
Cc1[nH]c(C(=O)N2CCC(CC(=O)NC(C)CCc3ccccc3)CC2)c(C)c1C (stereo not drawn) | 24 | -1
Cc1ccc(SCC(=O)Nc2nnc(Cc3ccc4c(c3)OCO4)o2)cc1 | 32 | -25
Cc1nn(C2CCS(=O)(=O)C2)c(C)c1N1CCN(C(=O)c2cn(C)nn2)CC1 (stereo not drawn) | -9 | -7
O=[N+]([O-])c1cc2cccnc2c2ncccc12 | 100* | .
COc1cccc(CNC(=O)C2CCc3sc(C(=O)N4CCCCC4)cc3C2)c1 (stereo not drawn) | 5 | 1
CC(=O)Nc1c([N+](=O)[O-])cc(N(C(C)=O)S(=O)(=O)c2ccccc2)c2ccccc12 | 6 | 2
CCN1CCN(C(=O)c2c(C(C)C)nn(-c3ccccc3)c2C(C)C)CC1 | 5 | 0
CCCCNC(=O)CSc1nc2cc3c(cc2c(=O)n1Cc1ccco1)OCO3 | 13 | -1
O=C(c1cc2ccccc2o1)N1CCN(c2ccc([N+](=O)[O-])c(NCc3ccco3)c2)CC1 | 25 | -10
COc1ccc(C(=O)N2CCC(COc3ccc(C(=O)N4CCCC4)cc3)CC2)cc1F | 4 | -1
CCn1nc(-c2cccc(Br)c2)ccc1=O | -6 | -1
Oc1[nH]c2ccccc2c1C1=NCCCCC1 | 21 | -2
O=C(NC(CO)C(=O)O)c1cncc(O)c1 (stereo not drawn) | -9 | -3
O=c1[nH]nc(SCc2cc(Cl)ccc2Cl)c(=O)[nH]1 | 2 | 2

All compounds of this part, previewed entries included:
SMILES | mHTT-CaM PPI inh | Pf apPOL inh
Cc1c(Cl)cccc1NC(=O)N1CCC(n2cnc3ccc(F)cc3c2=O)CC1 | 1 | -5
c1ccc(OCCCCSc2nnc(-c3ccccc3)o2)cc1 | -69 | -6
Cc1ccc2nc3c(c(C(=O)NC4CCCC4)c2c1)CCC3 | 4 | 0
Cn1c(=O)c2c(nc(Br)n2Cc2ccc(Cl)cc2)n(C)c1=O | -3 | -10
Cc1[nH]c(C(=O)N2CCC(CC(=O)NC(C)CCc3ccccc3)CC2)c(C)c1C (stereo not drawn) | 24 | -1
Cc1ccc(SCC(=O)Nc2nnc(Cc3ccc4c(c3)OCO4)o2)cc1 | 32 | -25
Cc1nn(C2CCS(=O)(=O)C2)c(C)c1N1CCN(C(=O)c2cn(C)nn2)CC1 (stereo not drawn) | -9 | -7
O=[N+]([O-])c1cc2cccnc2c2ncccc12 | 100* | .
COc1cccc(CNC(=O)C2CCc3sc(C(=O)N4CCCCC4)cc3C2)c1 (stereo not drawn) | 5 | 1
CC(=O)Nc1c([N+](=O)[O-])cc(N(C(C)=O)S(=O)(=O)c2ccccc2)c2ccccc12 | 6 | 2
CCN1CCN(C(=O)c2c(C(C)C)nn(-c3ccccc3)c2C(C)C)CC1 | 5 | 0
CCCCNC(=O)CSc1nc2cc3c(cc2c(=O)n1Cc1ccco1)OCO3 | 13 | -1
O=C(c1cc2ccccc2o1)N1CCN(c2ccc([N+](=O)[O-])c(NCc3ccco3)c2)CC1 | 25 | -10
COc1ccc(C(=O)N2CCC(COc3ccc(C(=O)N4CCCC4)cc3)CC2)cc1F | 4 | -1
CCn1nc(-c2cccc(Br)c2)ccc1=O | -6 | -1
Oc1[nH]c2ccccc2c1C1=NCCCCC1 | 21 | -2
O=C(NC(CO)C(=O)O)c1cncc(O)c1 (stereo not drawn) | -9 | -3
O=c1[nH]nc(SCc2cc(Cl)ccc2Cl)c(=O)[nH]1 | 2 | 2
COC(=O)c1ccc2c(c1)N(C)S(=O)(=O)c1cnc(SC)nc1-2 | . | -7
c1cc2c(cc1CN1CCOCC1)OCO2 | 0 | -12
O=[N+]([O-])c1cccc(-c2ccccc2)c1 | 0 | 16
CCOc1ccc2c(C)c(Cc3ccccc3)c(=O)oc2c1 | -33 | 4
O=c1c(F)cn(CC2CC(c3ccccc3)=NO2)c(=O)n1CC1CC(c2ccccc2)=NO1 (stereo not drawn) | . | -3
COc1ccccc1N1CCN(CC(O)c2ccc3c(c2)OCO3)CC1 (stereo not drawn) | 10 | -3
COc1ccc(OC)c(NC(=O)c2sc3nc(C)nc(N4CCC(C)CC4)c3c2C)c1 | -8 | -2
O=C(NCCc1ccccc1)[C@@H]1CC=C[C@@H]2CCN(C3CC3)C(=O)[C@@H]21 | -5 | -2
Cn1cc(CC(=O)NCCCN2CCOCC2)c2ccccc21 | 4 | -2
COc1ccc(OCC(O)Cn2nc(C)cc2C)cc1 (stereo not drawn) | 1 | -6
CCOc1ccccc1NC(=O)N1CCC(c2nc(C(=O)N3CCCC3)c(C)o2)CC1 | -4 | -2
O=S(=O)(NCCN1CCN(c2ccccc2F)CC1)c1ccc(Cl)s1 | -8 | -7
Cc1ccc(NC(=O)Cc2nc(-c3ccccc3)n[nH]2)cc1 | 5 | -5
CC(C)CNC(=O)C1CCN(c2cn[nH]c(=O)c2)CC1 | -3 | -13
COc1ccc(S(=O)(=O)N2CCC(c3nc4cccnc4n3C)C2)cc1 (stereo not drawn) | 1 | 0
CC(C)(C)NC(=O)CN1CCC(c2nc(-c3ccc(F)cc3)no2)CC1 | 4 | -6
Cc1ccc(C(=O)N2CCC(CCNS(=O)(=O)c3ccccc3F)CC2)cc1 | 39 | 3
COc1ccc(CNC(=O)C2CCCC2)cc1 | 2 | 0
O=C(c1c(F)cccc1F)N1CCC(c2cnn(-c3ccc(F)cc3)c2)CC1 | -13 | -2
CC(=O)c1ccc(OCC(O)CN2CCN(c3ccc(F)cc3)CC2)cc1 (stereo not drawn) | 2 | 0
O=c1cc(-c2cccc3c2Sc2ccccc2S3)oc(N2CCOCC2)c1 | . | -8
O=S1(=O)CC(N2CC=CC2)CN1Cc1cn(Cc2ccc(C(F)(F)F)cc2)nn1 (stereo not drawn) | 0 | -12
COc1ccc(C2N(c3ccccn3)C(=O)C3CCCN32)c(OC)c1 (stereo not drawn) | 3 | -1
CCOC(=O)Cc1csc(NC(=O)CSc2ncc(-c3ccccc3)n2C)n1 | 9 | -20
COc1ccc2nc(N3CCC(C(=O)NCc4ccc(F)cc4)CC3)sc2c1 | -4 | 0
O=C(c1ccc(Cl)cc1)N1CCC2(CC1)NCC(=O)N2Cc1ccccc1 | 9 | -4
Cc1cc2ccccc2n1CCNC(=O)COc1ccc(Cl)cc1Cl | -2 | -6
CCc1ccc(NC(=O)CCCn2nc(C)c([N+](=O)[O-])c2C)cc1 | 7 | -8
CC(=Cc1cccs1)[N+](=O)[O-] | . | 3&6
CCOc1ccc(S(=O)(=O)N(CC(=O)NC2CC2)c2ccccc2)cc1 | -2 | -1
CC(C)CNC(=O)N1CCCC1c1ccc(Cl)cc1 (stereo not drawn) | -2 | 5
Cc1ccc(CNS(=O)(=O)c2ccc(F)c(C(=O)Nc3c(C)cccc3C)c2)cc1 | 11 | 33
c1ccc(Nc2nc3nonc3nc2Nc2ccccc2)cc1 | 31 | .
CCOC(=O)C1C(=O)C=C(c2ccc(OC)c(OC)c2)CC1c1c(F)cccc1Cl (stereo not drawn) | 10 | -2
Cc1cc([N+](=O)[O-])nn1CCCC(=O)Nc1cc(Oc2ccc3c(c2)CCC3)cc([N+](=O)[O-])c1 | 6 | 5
O=C(CN1CCN(C(=O)c2cc(-c3ccco3)[nH]n2)CC1)c1ccco1 | 60* | 73*
CCN(CC)C(=O)c1cc(C(C)C)on1 | 2 | -2
Cc1[nH]c2ccccc2c1C(=O)C(=O)NC1CCCCC1C (stereo not drawn) | -7 | -2
c1ccc(CN(Cc2ccccc2)c2ccccc2)cc1 | . | 7
CSc1ccc(C2C=C(c3cccs3)Nc3nnnn32)cc1 (stereo not drawn) | 2 | -6
COc1cccc(C(=O)Nc2c3c(nn2-c2ccc(F)cc2)CSC3)c1OC | 7 | -7
O=C(NCc1cccnc1)c1cc(S(=O)(=O)N2CCCC2)ccc1F | -2 | -3
(further entries)
SMILES | mHTT-CaM PPI inh | Pf apPOL inh
O=C(CCCCCN1C(=O)c2ccccc2C1=O)Nc1ccc(Br)c2cccnc12 | -6 | -2
Cc1ccc(S(=O)(=O)NC2=NCN(c3ccc(Cl)cc3)CN2)cc1 | 2 | 0
N#CSC(CS(=O)(=O)c1cccc([N+](=O)[O-])c1)c1ccccc1 (stereo not drawn) | 94* | -7
COc1ccc(S(=O)(=O)n2ccnc2)cc1C(C)C | -11 | -9
CN(C)S(=O)(=O)N1CCN(c2ccc(N3CCOCC3)nn2)CC1 | -2 | -6
CN(CCc1ccccc1)C(=O)c1ccc(-c2ccc(F)c(F)c2)s1 | -12 | -6
COc1c(C(=O)NC2CC2)sc2cccc(F)c12 | 0 | -8
COC(=O)c1ccc(CS(=O)(=O)C(Cl)(Cl)Cl)o1 | . | 7
O=C(Nn1cnnc1)c1ccc(Br)o1 | -1 | -11
C/C=C/Cn1c(SC/C=C(\C)Cl)nc2c1c(=O)[nH]c(=O)n2C | 3 | -3
CCOC(=O)c1cnc2nc(C)ccc2c1Nc1ccc(F)cc1 | 6 | 0
Cc1ccnc(N2CCC(C(=O)NC(C)(C)C)CC2)n1 | -5 | 0
CCCc1cnc(N2CCN(CC(=O)Nc3ccc(F)cc3)CC2)nc1 | . | -1
O=C(C1CCCc2c1[nH]c1ccccc21)N1CCN(c2ccccc2F)CC1 (stereo not drawn) | 38 | 0
O=C(O)c1cccc(N2C(=O)/C(=C/c3ccc([N+](=O)[O-])cc3)C=C2c2ccccc2)c1 | 18 | 3
Cc1ccc(OCCCCc2c(C)n[nH]c2C)cc1 | -11 | 2
CC1=C(C(=O)Nc2ccc(C)cn2)C(c2cccc(Cl)c2Cl)C2=C(CC(C)(C)CC2=O)N1 (stereo not drawn) | 19 | 11
Cc1nnc2ccc(N3CCN(C(=O)NCc4ccccc4)CC3)nn12 | -6 | -10
N#CC1=C(N)Oc2n[nH]c(-c3ccc4c(c3)OCO4)c2C1c1ccccc1Br (stereo not drawn) | 15 | 2
CCOC(=O)c1oc2cc(OC(C)C(=O)OCC)ccc2c(=O)c1-c1ccc(Br)cc1 (stereo not drawn) | -3 | -8
CCC(CC)NC(=O)c1ccc(OC)cc1OC | 0 | -2
COc1ccc(NC(=O)Cn2ccc3sccc3c2=O)cc1 | -6 | 1
CC(C)(C)C(O)CCNC(=O)c1cccc(F)c1 (stereo not drawn) | -16 | -1
Clc1ccc(-c2nc3sc(-c4ccc(Cl)cc4Cl)nc3s2)c(Cl)c1 | 8 | .
CCCNC(=O)N1CCCC1c1ccccc1Cl (stereo not drawn) | -4 | -4
N#CC1=C(N)N(c2cccc(Br)c2)C2=C(C(=O)CCC2)C1c1cccs1 (stereo not drawn) | 68* | 2
O=C1c2ccccc2-c2onc3c(N4CCOCC4)ccc1c23 | 12 | 49
CC(=O)Nc1ccc(C(=O)NCc2ccccc2)c(N2CCOCC2)c1 | -11 | 1
COc1ccc(OC)c(N2CC(O)(c3ccc(OC)c(OC)c3)[N+]3=C2SCCC3)c1 (stereo not drawn) | -13 | -10
CCCC(=O)NC(c1cccc([N+](=O)[O-])c1)c1ccc2cccnc2c1O (stereo not drawn) | 99* | -4
O=C1c2ccccc2C(=O)C1c1ccncc1 | 23 | 7
CCc1nccn1S(=O)(=O)c1nc(C)c(Cl)c(C)c1C#N | 0 | .
FC(F)(F)c1cc(-c2ccco2)nc(-n2cccn2)n1 | -1 | -7
COc1cc2c(cc1OC)C(C(=O)N1CCC(C(N)=O)CC1)C(c1cccs1)N(C)C2=O (stereo not drawn) | -8 | -1
Cc1cccc(CNC(=O)CCC2CCCN(C(=O)Nc3ccccc3)C2)c1 (stereo not drawn) | 6 | -6
Cn1ccc2c(ccn2CC(=O)Nc2ccc(Br)cc2)c1=O | 12 | -4
Cc1c(C(=O)Oc2ccc(Cl)cc2)sc2nc(-c3ccc(Cl)cc3)nn12 | . | -7
COc1ccc(C2C(C(=O)N(C)c3cc(Cl)ccc3C)CC(=O)N2c2ccc(OC)cc2)cc1 (stereo not drawn) | 17 | -5
Fc1ccccc1CN1CCN(Cc2ccccn2)CC1 | -7&-2 | -10&-3
COc1ccc(C(=O)N2CCC(n3c(-c4ccsc4)nc4cccnc43)C2)cn1 (stereo not drawn) | 3 | 0

Not a retest: entries from further up.
SMILES | mHTT-CaM PPI inh | Pf apPOL inh
CCC(CC)NC(=O)c1ccc(OC)cc1OC | 0 | -2
COc1ccc(NC(=O)Cn2ccc3sccc3c2=O)cc1 | -6 | 1

(listing goes on)
SMILES | mHTT-CaM PPI inh | Pf apPOL inh
COc1nn(C)cc1C(=O)NCC(c1ccco1)N1CCN(c2ccc(F)cc2)CC1 (stereo not drawn) | -10 | -4
CCCCCCC1C(C#N)=C(N)OC2=C1C(=O)CC(C)(C)C2 (stereo not drawn) | -1 | 8
CC(=O)NN1C(=O)CSC1=S | . | 5
CCc1nc(C)nc(N2CCN(S(C)(=O)=O)CC2)c1Cc1cc(C)ccc1C | 17 | 0
NC(=NO)c1cccc([N+](=O)[O-])c1 | . | -5
Cc1onc(-c2ccc3c(c2)OCO3)c1-c1ccc2[nH]ccc2c1 | 19 | 3
COCCCNC(=O)CCN1N=C(c2ccc(OC)cc2)CCC1=O | -3 | -14
COc1ccc(C(F)(F)F)cc1NC(=O)c1ccc(Cn2ccnc2)cc1 | 0 | -1
O=C(c1cc2nc(-c3cccs3)cc(C(F)(F)F)n2n1)N1CCOCC1 | 1 | 5
CC1(C)C(=O)C2(CCCCC2)C(=O)OC1c1ccccc1F (stereo not drawn) | -3 | 8
OCc1nc(-c2ccccc2)cs1 | -8 | -7
